# Ecoli viability – counter-screen for AddAB inhibitors: E. coli growth inhibition | E. coli V3065 growth, OD600 absorbance, 18 h | inhibition, % at 11.9 µM | hit rate 0.27% among 330,000 | AID 449728;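 active = inhibition above the campaign's mean inhibition across all tested compounds plus 3 SD, cut at about 9.9% in these data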;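 also: uninfected addAB+ strain grown without phage in ampicillin broth; 0% = DMSO wells and 100% = ciprofloxacin 0.95 µg/ml wells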
# PKA-R1A activ – activators of PKA-R1A complex. PKA-R1A dissociation, Cy5-IP20 fluorescence polarization; scaled: DMSO 0%, 113 µM cGMP 100%. activation, % at 11.4 µM. hit rate 0.083% among 340,000;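 active = percent activation above the mean of all tested compounds plus 3 SD, cut at about 19% in these data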;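 also: higher means more PKAc released from R1A so a rise in polarization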
# phage Ecoli inh – E. coli growth loss with phage present; hit rate 0.26% among 360,000; growth absorbance; inhibition, % at 11.9 µM; in the data active = inhibition above about 11%
# HTR5A ag – activates human HTR5A in OPRM1-OPRD1 agonist counter-screen | HTR5A agonist assay, luminescence, cell-based | activation, % at 9.3 µM | hit rate 0.61% among 340,000; in the data active = activation mostly above about 9.5%, no sharp cut-off; inactive = mostly below about 7.6%;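 also: 0% = cells with vehicle only and 100% = reference agonist; strong numbers were not always called active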
# Target sequence (P47898 whole entry, looked up): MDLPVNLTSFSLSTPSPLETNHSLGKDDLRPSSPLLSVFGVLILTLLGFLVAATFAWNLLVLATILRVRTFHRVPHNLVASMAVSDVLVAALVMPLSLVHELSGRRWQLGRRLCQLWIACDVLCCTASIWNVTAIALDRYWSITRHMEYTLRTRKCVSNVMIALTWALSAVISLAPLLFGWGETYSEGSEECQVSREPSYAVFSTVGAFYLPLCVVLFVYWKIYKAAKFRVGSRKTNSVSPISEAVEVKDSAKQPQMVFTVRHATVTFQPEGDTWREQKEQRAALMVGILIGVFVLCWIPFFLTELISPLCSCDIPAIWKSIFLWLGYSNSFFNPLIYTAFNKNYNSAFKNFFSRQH
# CDK5 p35 inh – CDK5/p35 (human) kinase inhibition; inhibition, % at 10 µM; AID 488839; Q00535+Q15078; Recombinant CDK5/p35, ADP-Glo luminescence, 60 min; hit rate 0.01% among 330,000;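 active = highest replicate inhibition of at least 50% and at least 75% of replicates reaching 50%; inconclusive = only one of the two criteria met; inactive = both criteria failed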;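 also: plate controls were DMSO neutral control for no effect and GW8510 at 10 µM for full effect; many of its hits are not listed in these tables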
# Target sequence (Q00535 whole entry, looked up): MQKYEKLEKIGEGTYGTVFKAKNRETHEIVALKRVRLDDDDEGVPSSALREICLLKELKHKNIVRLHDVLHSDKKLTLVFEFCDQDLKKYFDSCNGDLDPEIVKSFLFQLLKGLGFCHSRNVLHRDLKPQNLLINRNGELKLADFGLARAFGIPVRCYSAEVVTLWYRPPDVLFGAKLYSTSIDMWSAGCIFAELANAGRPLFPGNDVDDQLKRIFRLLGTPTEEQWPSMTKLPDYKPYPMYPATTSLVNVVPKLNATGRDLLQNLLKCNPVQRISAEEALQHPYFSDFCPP
# Target sequence (Q15078 whole entry, looked up): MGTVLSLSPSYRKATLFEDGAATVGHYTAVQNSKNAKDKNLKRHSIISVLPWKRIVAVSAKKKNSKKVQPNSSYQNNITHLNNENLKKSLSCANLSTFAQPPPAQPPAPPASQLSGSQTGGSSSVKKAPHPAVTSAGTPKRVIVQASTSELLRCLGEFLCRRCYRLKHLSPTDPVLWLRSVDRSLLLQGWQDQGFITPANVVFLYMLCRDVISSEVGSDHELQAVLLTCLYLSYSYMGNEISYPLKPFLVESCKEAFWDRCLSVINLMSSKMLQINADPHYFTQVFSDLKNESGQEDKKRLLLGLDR
# PKA-R2B activ – PKA-R2B complex activation; PKA-R2B holoenzyme dissociation, Cy5-IP20 fluorescence polarization; R2B truncated from residue 108, S112A mutant; 0% DMSO only, 100% 113 µM cGMP; activation, % at 11.4 µM; P22694+P31323; hit rate 0.079% among 340,000;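 active = activation above a cutoff set at the mean over all compounds plus 3 SD, cut at about 18% in these data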;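 also: higher means more holoenzyme dissociation and a rise in polarization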
# AddAB inh – less growth of phage-infected E. coli with AddAB. E. coli expressing H. pylori AddAB, absorbance growth. inhibition, % at 11.9 µM. hit rate 0.29% among 330,000; in the data active = inhibition above about 12%;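 also: 0% = vehicle wells of infected cells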
# DAGLB inhibitor – diacylglycerol lipase beta (human) inhibition; HEK293T DAGLB membrane lysate, EnzChek fluorogenic substrate; inhibition, % at 5.17 µM; hit rate 0.059% among 340,000; in the data active = inhibition above about 34%;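 also: 0% = enzyme with vehicle and 100% = wells lacking enzyme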
# Mot1-301 SUMO – SUMOylation pathway inhibition by Mot1-301 growth rescue. S. cerevisiae Mot1-301 growth rescue, ATP luminescence, 38.5C; percent above DMSO median, 100 means doubled. growth rescue, % at 18.8 µM. hit rate 1% among 320,000. AID 2716;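 active = every valid replicate shows activation above 250% relative to neutral control wells; inactive = the rest, any valid replicate at or below 250%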;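 also: OY570 slx delta 5 strain wells were the positive control but not used for scaling; some compounds called inactive have numbers as strong as hits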
# HTR5A inv ctr – counter-screen for OPRM1-OPRD1 inverse agonists: human HTR5A inverse agonism | hit rate 0.083% among 340,000 | P47898 | inhibition, % at 9.3 µM | HTR5A cell line, luminescence | AID 504634; in the data active = inhibition mostly above about 23%, no sharp cut-off; inactive = mostly below about 18%;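 also: 0% = cells with DMSO and 100% = no-cell wells with DMSO; some compounds called inactive have numbers as strong as hits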
# Tat transport – blocks Tat-dependent protein export in E. coli | E. coli MC4100 TorA-mCherry Tat export, fluorescence | inhibition, % at 10 µM | hit rate 0.036% among 340,000;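 active = mean replicate inhibition at least 50% and at least half of replicates individually reaching 50%; inconclusive = only one of the two criteria met; inactive = neither criterion met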;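 also: exported cargo escapes ClpAP degradation while cytoplasmic cargo is degraded and loses fluorescence; 0% = median of neutral control wells and 100% = median of NaSCN control wells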
# Numbers without * were called inactive; i = inactive; u = inconclusive; x = no result given.
no.	smiles	Ecoli viability	PKA-R1A activ	phage Ecoli inh	HTR5A ag	CDK5 p35 inh	PKA-R2B activ	AddAB inh	DAGLB inhibitor	Mot1-301 SUMO	HTR5A inv ctr	Tat transport
1	CC(Oc1ccc(Cl)cc1Cl)C(=O)OCC(=O)c1c(N)n(C)c(=O)n(C)c1=O (stereo unspecified)	-2.3	-6	1.9	-1	-1.1	1	0.0	-4	-3	13	7
2	Nc1ccc2cn[nH]c2c1	-3.3	-7	4.2	3	-0.5	-6	1.3	-1	260	17	u
3	CC(C)Cn1c([N+](=O)[O-])nc2c1c(=O)[nH]c(=O)n2C	3.1	-2	2.5	0	2.0	4	7.1	-1	-2	-17	-17
4	COc1ccc2c(Cl)c(C(=O)N/N=C3\CCCC(=O)C3)sc2c1	-0.8	-1	2.3	1	-0.6	1	3.8	-11	-3	-2	3
5	CCn1c(SCC(=O)Nc2cc(OC)c(OC)c(OC)c2)nnc1-c1cccs1	-0.9	-10	0.0	0	-1.4	-16	4.7	-2	-12	17	2
6	C=CCNC(=O)C1CC2Cn3c(nc4ccccc43)C2N1C (stereo unspecified)	0.0	-7	3.6	1	2.8	-15	3.0	-1	17	-1	-2
7	COCCNC(=O)CN(Cc1ccc2c(c1)OCO2)C(=O)CCC(=O)Nc1nccs1	-2.0	-15	2.5	4	-3.6	-6	3.8	1	13	-9	-9
8	CC(C)(C)c1ccc(OCCC(=O)OCC(=O)Nc2cccnc2Cl)cc1	-0.3	-3	2.3	-3	-0.3	-8	-1.2	-2	-19	2	-1
9	CCOc1ccc(S(=O)(=O)N2CCN(C(=O)CN3C(=O)NC4(CCCC4)C3=O)CC2)cc1	-0.8	-9	-0.7	3	-3.8	-5	-1.5	-2	666*	-8	4
10	O=C(NCc1cccs1)c1ccc2c(c1)OCCO2	1.2	-9	3.1	1	-0.5	-3	3.7	-4	-7	-4	-7
11	Cc1cc(C(=O)OCC(=O)Nc2ccccc2C#N)c(C)o1	x	-12	3.7	5	0.1	3	x	1	x	-14	-2
12	Cc1cc(=O)[nH]c(SCC(=O)N2CCc3ccccc3C2)n1	-1.7	-2	1.9	-3	1.7	1	0.4	-2	-13	-24	2
13	Cc1ccc(S(=O)(=O)c2nc(-c3ccco3)oc2NCC2CCCO2)cc1 (stereo unspecified)	2.8	-2	0.9	0	2.9	-5	0.2	-1	0	0	-3
14	S=C1NC2(CCCCC2)Nc2ccccc21	0.9	4	0.9	-1	-3.9	3	2.7	-2	-9	3	-7
15	CC(=O)Nc1ccc(NC(=O)C(F)(F)F)cc1	1.6	15	0.2	-7	1.5	1	1.0	2	i	18	7
16	CCN(CC)c1ccc(/C=N/NC(=O)Cc2nnc(NC(=O)Nc3ccccc3)s2)cc1	-1.6	-4	3.1	4	0.4	5	3.0	5	-18	1	-9
17	CCOC(=O)C1C(=O)C=C(/C=C/c2ccccc2)CC1c1ccc(Cl)cc1 (stereo unspecified)	1.7	1	3.2	2	2.2	-2	0.9	-11	35	-21	1
18	O=C(NCC(=O)N1CCN(C(=O)c2ccco2)CC1)c1ccc(Cl)cc1	0.8	-3	0.8	5	1.5	0	0.1	0	274	-12	-8
19	CN1CCN(C(=O)c2ccc(-c3ccc(Br)cc3)o2)CC1	3.5	4	1.2	4	-1.2	-1	3.4	-2	14	-11	0
20	COc1ccc(CNCc2cc3c(cc2[N+](=O)[O-])OCO3)cc1	0.3	-7	1.4	-6	0.3	0	0.6	-2	8	22	-9
21	CC(OC(=O)c1ccccc1NCCO)C(=O)NCC(=O)Nc1ccc(F)c(F)c1F (stereo unspecified)	-0.4	5	-0.7	4	2.7	0	2.8	4	-2	5	-8
22	Cc1ccc(OCC(=O)NCc2cccs2)c([N+](=O)[O-])n1	3.6	-7	3.9	2	3.0	-19	5.8	1	11	8	9
23	COc1ccc(C(N)c2nccc3cc(OC)c(OC)cc23)cc1OC (stereo unspecified)	-0.4	-6	x	5	-1.6	12	2.8	0	58	-19	5
24	CC(C)c1ccc(C(C)NCCS(=O)(=O)c2ccc(Br)cc2)cc1 (stereo unspecified)	1.8	-5	-0.5	2	-0.3	3	3.0	-4	-35	-12	14

# Full records from above. Values in the order: Ecoli viability | PKA-R1A activ | phage Ecoli inh | HTR5A ag | CDK5 p35 inh | PKA-R2B activ | AddAB inh | DAGLB inhibitor | Mot1-301 SUMO | HTR5A inv ctr | Tat transport
# Cc1ccc(S(=O)(=O)c2nc(-c3ccco3)oc2NCC2CCCO2)cc1 (stereo unspecified) reads 2.8 | -2 | 0.9 | 0 | 2.9 | -5 | 0.2 | -1 | 0 | 0 | -3
# Cc1cc(C(=O)OCC(=O)Nc2ccccc2C#N)c(C)o1 reads x | -12 | 3.7 | 5 | 0.1 | 3 | x | 1 | x | -14 | -2
# CC(Oc1ccc(Cl)cc1Cl)C(=O)OCC(=O)c1c(N)n(C)c(=O)n(C)c1=O (stereo unspecified) reads -2.3 | -6 | 1.9 | -1 | -1.1 | 1 | 0.0 | -4 | -3 | 13 | 7
# Cc1cc(=O)[nH]c(SCC(=O)N2CCc3ccccc3C2)n1 reads -1.7 | -2 | 1.9 | -3 | 1.7 | 1 | 0.4 | -2 | -13 | -24 | 2

# Next structures.
no.	smiles	Ecoli viability	PKA-R1A activ	phage Ecoli inh	HTR5A ag	CDK5 p35 inh	PKA-R2B activ	AddAB inh	DAGLB inhibitor	Mot1-301 SUMO	HTR5A inv ctr	Tat transport
25	Cc1ccc(-n2c(C)c3c(C)nnc(C)c3c2C)cc1C	-2.6	5	2.4	2	-2.3	-8	-0.1	4	9	-23	3
26	COc1ccc(CNC(=O)C(c2ccncc2)N(C(=O)Cc2cccs2)c2ccc(C)cc2)cc1 (stereo unspecified)	-2.1	-4	-1.5	-5	-1.0	0	-0.8	1	68	11	0
27	CN(C)S(=O)(=O)c1ccc(C(=O)NC(=O)CSc2nncs2)cc1	1.1	-4	3.3	5	-1.8	6	0.2	-1	134	7	-7
28	CC1CC(C)CN(CCCNC(=O)c2ccc3c(c2)ncn3C2CCCC2)C1 (stereo unspecified)	-0.4	-2	0.8	-1	x	-3	-0.6	3	-16	5	-8
29	COc1cccc(-c2cc(N3C(=O)Nc4ccccc4N3O)n[nH]2)c1	-3.3	-1	3.2	0	-0.5	-9	-2.4	0	-10	-5	6
30	Cc1ccc(C(=O)NCC(=O)N/N=C/c2sccc2C)cc1[N+](=O)[O-]	-0.6	-10	4.1	7	-0.8	0	-1.5	1	x	-12	-6
31	Cc1ccc(C)c(N2CCN(C(=O)c3ccc(Cn4c(=S)[nH]c5ccc(N6CCOCC6)cc5c4=O)cc3)CC2)c1	-3.5	7	-3.0	-2	-0.9	1	-0.8	10	-20	5	4
32	CCC(C(=O)OC)n1cnc2c(nnn2-c2ccc(OC)cc2)c1=O (stereo unspecified)	0.7	3	2.6	0	0.3	-15	1.5	0	-13	-2	1
33	COc1cc(OC)cc(-c2c(-c3ccc(C(C)=O)cc3)c3cc(-c4cccc5[nH]ccc45)ccc3n2C)c1	-3.0	11	1.0	1	1.2	6	-1.4	0	37	-6	-6
34	CCOC(=O)c1cc(-c2ccc(F)cc2)n(CC(=O)N2CCCC2)c1C	-2.4	12	-1.8	-5	-0.3	9	0.1	0	9	-9	-15
35	c1ccc2oc(NC3=NCN(CC4CCCO4)CN3)nc2c1 (stereo unspecified)	-1.1	7	4.2	5	0.7	4	1.2	1	2	-11	1
36	Cc1ccc(C(=O)NCC(C)(C)N2CCOCC2)s1	2.2	7	1.2	-2	0.2	-5	3.7	-5	-3	-1	-2
37	COC(=O)c1ccc(Oc2coc3cc(OCc4ccc([N+](=O)[O-])cc4)ccc3c2=O)cc1	-2.0	-7	-1.8	1	-2.1	-10	-1.6	3	33	-7	3
38	C#CCOCCOCCOCCNc1nc(N2CCOCC2)nc(N2CCN(C(=O)[C@H](CCCCN)n3cc(CN)nn3)CC2)n1	-0.2	2	0.9	0	-0.1	3	1.9	-1	-11	4	2
39	CCOc1ccc(CC(=O)NNC(=S)NC)cc1	1.1	x	1.1	x	-1.0	x	1.4	x	-5	x	-5
40	CCC(=O)Nc1ccc(Cl)c(NC(=S)NC(=O)COc2ccc(Cl)cc2)c1	3.1	9	-0.3	7	0.0	-3	5.3	-3	-14	-24	-3
41	Cc1oc2ccc(OCC(N)=O)cc2c1C(=O)OC(C)C	-2.0	4	0.7	-1	-0.4	2	0.8	0	-4	3	12
42	CCOC(=O)C[C@H]1c2ccccc2S(=O)(=O)N1Cc1cc(OC)c(OC)c(OC)c1	1.4	1	3.0	-2	0.5	-14	0.6	-2	9	32	4
43	COc1ccc(NC(=O)Cn2cnc3c(cnn3-c3ccc(C)c(C)c3)c2=O)c(OC)c1	1.9	-10	0.2	-6	-0.2	7	-1.9	-2	-7	6	-5
44	CCCCC(=O)Nc1nnc(SCC(=O)NC2CCCC2)s1	-2.3	-6	0.8	3	0.6	-2	1.2	-1	15	-2	-8
45	COc1ccc(NC(=O)CN(C)C(=O)/C=C/c2ccc(OCc3ccccc3)cc2)cc1	-1.4	5	0.3	24*	-0.6	1	0.8	3	4	-51	1
46	CCCNC(=O)CCC(NS(=O)(=O)c1ccc(C)cc1)C(=O)NCCC (stereo unspecified)	-0.2	-5	-0.2	1	-2.0	-9	1.4	-1	-11	3	3
47	Cc1ccc(NC(=O)NCCSc2ccc(C)cc2)cc1	1.9	-10	4.5	13	-8.4	-7	2.9	-16	-14	-38	1
48	C[C@H](NC(=O)C1CC(=O)N(c2ccc(F)cc2)C1)C(=O)N1CCCCC1 (stereo partly specified)	1.8	2	1.9	-1	1.7	5	5.8	-5	-12	-22	4
49	CCOc1cc(CN2CCN(Cc3ccc(C)o3)C(CCO)C2)ccc1OC (stereo unspecified)	-0.1	3	1.5	-3	-0.1	3	2.6	-3	10	9	-18
50	O=C(OCC(=O)c1cccc2ccccc12)c1ccc(CO)cc1	3.6	0	1.8	-1	-2.8	2	2.0	0	-4	-3	9
51	COc1cccc(COC(=O)c2ccc3c(c2)NC(=O)C(C)S3)c1OC (stereo unspecified)	0.9	3	2.1	5	-0.6	3	-1.2	0	-14	-14	-3
52	O=C(NCC1COCCO1)c1cc(COc2c(F)cccc2F)on1 (stereo unspecified)	1.0	-12	1.0	-1	-0.2	-8	-1.1	-2	264	12	-5
53	NC(=O)c1cn(-c2ccccc2)nc1-c1cc2ccccc2oc1=O	0.5	4	2.9	-2	-1.4	8	1.6	1	-4	-2	-2
